KB-3-1 cytotox = KB-3-1 parental cell cytotoxicity; 400,000 tested, 1.4% active; Potency, µM (doses to about 46.1 µM), for the others: top-dose activity change, negative = cytotoxic, usual class: cytotoxic; KB-3-1 viability, CellTiter-Glo ATP luminescence, 72 h; further: potency means the concentration at half of the fitted maximal effect; on the % scale 0 is the no-effect control and ±100 the full control effect; nearly all actives have a fitted effect of over 60% in size
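Here the drug-naive KB-3-1 line serves as comparator for MDR sub-line selectivity; cells received compound titrations, 72 h at 37 °C, then CellTiter-Glo readout.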
KB-V1 cytotox = KB-V1 MDR subline cytotoxicity; KB-V1 MDR cells viability, CellTiter-Glo, 72 h; Potency, µM (titrated, usually from 46.1 µM), for the others: at the top dose activity change, negative = cytotoxicity, actives largely listed as cytotoxic; 400,000 tested, 3.4% active; further: potency means the concentration at half of the fitted maximal effect; on the % scale 0 is the no-effect control and ±100 the full control effect; nearly all actives have a fitted effect of over 60% in size
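KB-V1, DMEM (no phenol red) + 10% FBS; cpd pin-transferred, titration series; 72 h, 37 degrees C; CellTiter-Glo, luminescence. Data normalized, curve-fit.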
HT1080NT lethal = kills 2HG-producing HT-1080-NT fibrosarcoma cells; Potency, µM (titrated, usually from 46.1 µM), without a hit: top-dose activity, negative = less viability, most hits filed as cytotoxic; AID 686970; 360,000 tested, 1.6% active; HT-1080-NT fibrosarcoma viability, CellTiter-Glo ATP luminescence, 48 h;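 further: NT is the 2HG producing partner of a matched IDH1 knockdown line; potency means the concentration at half of the fitted maximal effect; 0% = DMSO-treated cells and -100% = media-only wells without cells; nearly all actives have a fitted effect of over 55% in size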
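Fibrosarcoma NT cells, 750 per well in 5% FBS RPMI, were exposed to compound for 48 hours. Viability: CellTiter-Glo luminescence.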
SW480 rerep = inducers of DNA re-replication in SW480 colon cancer cells | Potency, µM (series often up to 46.1 µM), for the others: at the highest dose re-replication activation, actives largely listed as activators | AID 624297 | 340,000 tested, 1.8% active | SW480 DNA re-replication, Hoechst DNA content imaging, 48 h; further: potency means the concentration at half of the fitted maximal effect; % of control where 0% means no effect; nearly all actives have a fitted effect of over 55% in size
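First, 250 cells per well were seeded. Next, compound or vehicle (23 nL) was pinned in, plates sat 48 hr at 37 C. Finally Hoechst was added for 40 min before fluorescence scanning.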
IL-1B inflam inh = blocks inflammasome-driven IL-1 beta release; THP-1 LPS/ATP IL-1B secretion, AlphaLISA, 16 h; stronger effect = lower value; activity change, % at 57.5 µM; 360,000 tested, 4.7% active; AID 743279; in the data active means activity change below about -50%; inconclusive means mostly about -30% to -49%; further: on the % scale 0 is the no-effect control and ±100 the full control effect
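THP-1 cells pretreated 1 hr with compounds (up to 57.5 uM final), then stimulated with LPS (250 ng/mL final) plus ATP (1.25 mM final); secreted IL-1B measured by AlphaLISA after 16 hr, decreased signal indicating inhibition.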
HT1080 IDH1KD tx = toxicity to HT-1080 IDH1 knockdown cells (counter line); HT-1080 IDH1 knockdown viability, ATP luminescence, 48 h; Potency, µM (top dose mostly 46.1 µM), without a hit: at the highest dose activity, negative = toxicity, most hits filed as cytotoxic; 360,000 tested, 2% active; AID 686971;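 further: potency means the concentration at half of the fitted maximal effect; 0% = DMSO wells and -100% = cell-free medium wells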
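Using the IDH1-knockdown HT-1080 line run in the same batch and compound series as the NT line, viability after 48 h at 37 °C was determined by CellTiter-Glo luminescence and expressed as % activity.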
MCF10A rerep = induces DNA re-replication in MCF 10a normal breast cells; MCF 10A DNA re-replication, Hoechst nuclear intensity, 48 h; Potency, µM (top dose mostly 46.1 µM), without a hit: top-dose activity, positive = re-replication, actives largely listed as activators; 350,000 tested, 2.9% active; AID 624296; further: potency means the concentration at half of the fitted maximal effect; % of control where 0% means no effect; nearly all actives have a fitted effect of over 50% in size
ATXN2 expr inh = inhibitors of ATXN2 expression | AID 1745845 | 360,000 tested, 0.72% active | HEK-293 ATXN2-luciferase reporter, luminescence, 24 h | Potency, µM (series often up to 57 µM), for inactives: top-dose activity change, negative = inhibition, hits mostly inhibitors; further: potency means the concentration at half of the fitted maximal effect; on the % scale 0 is the no-effect control and ±100 the full control effect; nearly all actives have a fitted effect of over 55% in size
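ATXN2-luciferase reporter cells (luciferase flanked by upstream and downstream ATXN2 gene portions) were treated 24 h at 37 °C with compounds at up to 57 uM. SteadyGlo luminescence gave expression; GF-AFC fluorescence gave viability.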
S2 tox = reduces viability in counter-screen for ATXN expression inhibitors; S2 cells (HEK-293 line with an ATXN2-luciferase reporter) viability, CellTiter-Fluor protease fluorescence, 24 h; Potency, µM (top dose mostly 56.7 µM), usual class: cytotoxic; 400,000 tested, 0.49% active; AID 651635; further: potency means the concentration at half of the fitted maximal effect; nearly all actives have a fitted effect of over 40% in size
* marks the source's active call; other numbers are inactive results; [ ] = another dose, or the depositor's remark. Unless noted, the call rests on the fitted dose curve; in most records, active means well fitted curve in the direction sought with a large enough effect; inconclusive means small, poorly fitted or top-dose-only effect, or another doubt; inactive means no such curve, though single readings can be large; an effect the other way counts as inactive or inconclusive.

The opening 2 entries (preview)
What do the screens show for `OC[C@H]1O[C@@H](c2nc(-c3ccc4c(c3)CCO4)no2)[C@H](O)[C@@H](O)[C@H]1O`?
KB-3-1 cytotox: 0%; KB-V1 cytotox: 4%; HT1080NT lethal: 17%; IL-1B inflam inh: 33; HT1080 IDH1KD tx: 2%; ATXN2 expr inh: 5%; S2 tox: inactive

What do the screens show for `NC(=O)CC(NC(=O)Cc1ccc(Cl)cc1)c1ccc(NCCN2CCOCC2)c([N+](=O)[O-])c1` (stereo not given)?
KB-3-1 cytotox: -5%; KB-V1 cytotox: -7%; HT1080NT lethal: 1%; SW480 rerep: -3%; IL-1B inflam inh: -10; HT1080 IDH1KD tx: -4%; MCF10A rerep: 29%; ATXN2 expr inh: -1%; S2 tox: inactive

All compounds of this part, from the first entry:
What do the screens show for `OC[C@H]1O[C@@H](c2nc(-c3ccc4c(c3)CCO4)no2)[C@H](O)[C@@H](O)[C@H]1O`?
KB-3-1 cytotox: 0%; KB-V1 cytotox: 4%; HT1080NT lethal: 17%; IL-1B inflam inh: 33; HT1080 IDH1KD tx: 2%; ATXN2 expr inh: 5%; S2 tox: inactive

What do the screens show for `NC(=O)CC(NC(=O)Cc1ccc(Cl)cc1)c1ccc(NCCN2CCOCC2)c([N+](=O)[O-])c1` (stereo not given)?
KB-3-1 cytotox: -5%; KB-V1 cytotox: -7%; HT1080NT lethal: 1%; SW480 rerep: -3%; IL-1B inflam inh: -10; HT1080 IDH1KD tx: -4%; MCF10A rerep: 29%; ATXN2 expr inh: -1%; S2 tox: inactive

What do the screens show for `Cc1nc2nc(C)c(NS(=O)(=O)c3ccc(Cl)cc3)c(=O)n2[nH]1`?
KB-3-1 cytotox: 1%; KB-V1 cytotox: 28%; HT1080NT lethal: 3%; SW480 rerep: 3%; IL-1B inflam inh: 19; HT1080 IDH1KD tx: 6%; MCF10A rerep: 3%; ATXN2 expr inh: 0%; S2 tox: inactive

What do the screens show for `N#CC1(C(N)=O)OC12CCS(=O)(=O)c1ccccc12` (stereo not given)?
KB-3-1 cytotox: -7%; KB-V1 cytotox: -2%; HT1080NT lethal: 2%; SW480 rerep: -5%; IL-1B inflam inh: 6; HT1080 IDH1KD tx: 1%; MCF10A rerep: -4%; ATXN2 expr inh: -15%; S2 tox: inactive

Results for Cc1ccc(NC(=O)N(Cc2c[nH]c3ccccc23)C2CCCCCC2)cc1C ?
KB-3-1 cytotox: -19%; KB-V1 cytotox: inconclusive; ATXN2 expr inh: 274%[activator]; S2 tox: inactive

How did O=c1c2ccccc2nc(SCCN2CCOCC2)n1CCc1ccccc1 do in these assays?
KB-3-1 cytotox: 0%; KB-V1 cytotox: -25%; HT1080NT lethal: 6%; SW480 rerep: -1%; IL-1B inflam inh: -2; HT1080 IDH1KD tx: 24%; MCF10A rerep: 7%; ATXN2 expr inh: -1%; S2 tox: inactive

What do the screens show for `Cc1ccc2c(c1)c(-c1ccccc1)nc1nncn12`?
KB-3-1 cytotox: -7%; KB-V1 cytotox: inconclusive; HT1080NT lethal: -2%; SW480 rerep: -5%; IL-1B inflam inh: -4; HT1080 IDH1KD tx: -3%; MCF10A rerep: 23%; ATXN2 expr inh: -7%; S2 tox: inactive

How did CC/C(O)=C(\C#N)c1nnc2n1CCCCC2 do in these assays?
KB-3-1 cytotox: 10%; KB-V1 cytotox: 27%; HT1080NT lethal: 8%; SW480 rerep: -2%; IL-1B inflam inh: -14; HT1080 IDH1KD tx: 12%; MCF10A rerep: -13%; ATXN2 expr inh: 8%; S2 tox: inactive

How did CN(C)c1cccc(CNC(=O)c2ccc3nc([C@H]4C[C@H](O)[C@@H](CO)O4)[nH]c3c2)c1 do in these assays?
KB-3-1 cytotox: 0%; KB-V1 cytotox: 5%; HT1080NT lethal: 15%; IL-1B inflam inh: 19; HT1080 IDH1KD tx: 7%; ATXN2 expr inh: 3%; S2 tox: inactive

Results for O=C1CCN(Cc2ccccc2)C(=S)N1 ?
KB-3-1 cytotox: 5%; KB-V1 cytotox: 8%; HT1080NT lethal: 0%; SW480 rerep: -3%; IL-1B inflam inh: -6; HT1080 IDH1KD tx: 13%; MCF10A rerep: 0%; ATXN2 expr inh: 4%; S2 tox: inactive

How did Cc1cccc(C)c1-n1nnnc1C1(C)CCC(=O)N1C1CCN(Cc2ccccc2)CC1 (stereo not given) do in these assays?
KB-3-1 cytotox: 9%; KB-V1 cytotox: -16%; HT1080NT lethal: 7%; IL-1B inflam inh: 24; HT1080 IDH1KD tx: 16%; ATXN2 expr inh: 13%; S2 tox: inactive

What do the screens show for `NCc1cccc(-n2cccn2)c1`?
KB-3-1 cytotox: 5%; KB-V1 cytotox: 20%; HT1080NT lethal: 1%; SW480 rerep: 0%; IL-1B inflam inh: 2; HT1080 IDH1KD tx: 3%; MCF10A rerep: -1%; ATXN2 expr inh: 0%; S2 tox: inactive

What do the screens show for `COc1ccc(CNC(=O)COC(=O)CN2C(=O)C(C)Oc3ccc(C)cc32)cc1` (stereo not given)?
KB-3-1 cytotox: -3%; KB-V1 cytotox: 2%; HT1080NT lethal: 0%; SW480 rerep: 1%; IL-1B inflam inh: 10; HT1080 IDH1KD tx: -5%; MCF10A rerep: -2%; ATXN2 expr inh: -5%; S2 tox: inactive

Results for CN(CC(=O)NCCC1=CCCCC1)S(=O)(=O)c1ccc2c(c1)c(=O)n(C)c(=O)n2C ?
KB-3-1 cytotox: -8%; KB-V1 cytotox: -19%; HT1080NT lethal: -4%; SW480 rerep: -8%; IL-1B inflam inh: -10; HT1080 IDH1KD tx: 0%; MCF10A rerep: -1%; ATXN2 expr inh: -29%; S2 tox: inactive

Results for O=C(CSc1nc2ccccc2c(=O)[nH]1)c1cccs1 ?
KB-3-1 cytotox: 13%; KB-V1 cytotox: -8%; HT1080NT lethal: -3%; SW480 rerep: -4%[9.22 µM]; IL-1B inflam inh: 18; HT1080 IDH1KD tx: -3%; MCF10A rerep: 7%; ATXN2 expr inh: 6%; S2 tox: inactive

How did CCN(CC)CC(=O)NN=C(c1ccccc1)c1ccccc1 do in these assays?
KB-3-1 cytotox: 9%; KB-V1 cytotox: 10%; HT1080NT lethal: 1%; SW480 rerep: -5%; IL-1B inflam inh: -11; HT1080 IDH1KD tx: 3%; MCF10A rerep: 28%; ATXN2 expr inh: -6%; S2 tox: inactive

How did O=C(CN1CCCc2ccccc21)N1CCc2ccccc21 do in these assays?
KB-3-1 cytotox: -5%; KB-V1 cytotox: -2%; HT1080NT lethal: -2%; SW480 rerep: -8%; IL-1B inflam inh: 49; HT1080 IDH1KD tx: -18%; MCF10A rerep: 4%; ATXN2 expr inh: 19%; S2 tox: inactive

Results for CSc1nc(C)cc(OCCNS(=O)(=O)c2ccc(C)cc2)n1 ?
KB-3-1 cytotox: -28%; KB-V1 cytotox: -30%; HT1080NT lethal: 5%; SW480 rerep: -15%; IL-1B inflam inh: 7; HT1080 IDH1KD tx: 0%; MCF10A rerep: 1%; ATXN2 expr inh: -4%; S2 tox: inactive

Results for COCCOc1ccc(C(F)(F)F)cc1NC(=O)CN1C(=O)NC2(CCc3ccccc32)C1=O (stereo not given) ?
KB-3-1 cytotox: 12%; KB-V1 cytotox: 7%; HT1080NT lethal: -7%; SW480 rerep: 11%; IL-1B inflam inh: -20; HT1080 IDH1KD tx: 2%; MCF10A rerep: 6%; ATXN2 expr inh: -7%; S2 tox: inconclusive

Results for CCc1ccc(OCC(=O)Nc2ccc3c(c2)COC3=O)cc1 ?
KB-3-1 cytotox: 2%; KB-V1 cytotox: 4%; HT1080NT lethal: inconclusive; SW480 rerep: -8%; IL-1B inflam inh: 74; HT1080 IDH1KD tx: 29%; MCF10A rerep: 0%; ATXN2 expr inh: 9%; S2 tox: inactive

Random excerpt: two records from the list
What do the screens show for `OC[C@H]1O[C@@H](c2nc(-c3ccc4c(c3)CCO4)no2)[C@H](O)[C@@H](O)[C@H]1O`?
KB-3-1 cytotox: 0%; KB-V1 cytotox: 4%; HT1080NT lethal: 17%; IL-1B inflam inh: 33; HT1080 IDH1KD tx: 2%; ATXN2 expr inh: 5%; S2 tox: inactive

What do the screens show for `Cc1ccc2c(c1)c(-c1ccccc1)nc1nncn12`?
KB-3-1 cytotox: -7%; KB-V1 cytotox: inconclusive; HT1080NT lethal: -2%; SW480 rerep: -5%; IL-1B inflam inh: -4; HT1080 IDH1KD tx: -3%; MCF10A rerep: 23%; ATXN2 expr inh: -7%; S2 tox: inactive

Remaining list, next part.
What do the screens show for `COc1ccc(CCNC(=O)CCn2c(=O)c3ccccc3n(Cc3ccc(Cl)cc3)c2=O)cc1OC`?
KB-3-1 cytotox: -42%; KB-V1 cytotox: 0%; ATXN2 expr inh: -3%; S2 tox: inactive

How did COC(=O)c1c(NC(=O)Cc2cccs2)sc(C)c1C do in these assays?
KB-3-1 cytotox: 0%; KB-V1 cytotox: -20%; HT1080NT lethal: 3%[9.24 µM]; SW480 rerep: -5%; IL-1B inflam inh: 23; HT1080 IDH1KD tx: -18%; MCF10A rerep: 18%; ATXN2 expr inh: -2%; S2 tox: inactive

Results for CCOC(=O)c1c(-c2ccccc2)oc2ccc(OC(C)=O)cc12 ?
KB-3-1 cytotox: -6%; KB-V1 cytotox: 0%; HT1080NT lethal: inconclusive; SW480 rerep: -23%; IL-1B inflam inh: -8; HT1080 IDH1KD tx: 0%; MCF10A rerep: inconclusive; ATXN2 expr inh: -5%; S2 tox: inactive

What do the screens show for `COc1ccc(C2Nc3ccccc3C(=O)N2NS(C)(=O)=O)c(OC)c1` (stereo not given)?
KB-3-1 cytotox: 11%; KB-V1 cytotox: -2%; HT1080NT lethal: 15%; SW480 rerep: -13%; IL-1B inflam inh: 17; HT1080 IDH1KD tx: 8%; MCF10A rerep: -5%; S2 tox: inactive

Results for O=C(Cc1cccc(NC(=O)C2CCCN(C(=O)C3CCCCC3)C2)c1)Nc1cccc(C(=O)N2CCCC2)c1 (stereo not given) ?
KB-3-1 cytotox: -8%; KB-V1 cytotox: 13%; HT1080NT lethal: 0%; SW480 rerep: 7%; IL-1B inflam inh: 0; HT1080 IDH1KD tx: 2%; MCF10A rerep: 4%; ATXN2 expr inh: -13%; S2 tox: inactive
